HDAC3 inh – blocks human histone deacetylase 3 | O15379 | inhibition, % at 8.3 µM | recombinant HDAC3, fluorogenic peptide/trypsin coupled, fluorescence | 0.15% of 320,000 active; in the data active = inhibition above about 26%, passing the limit was not always enough
Target sequence (O15379 whole entry, looked up): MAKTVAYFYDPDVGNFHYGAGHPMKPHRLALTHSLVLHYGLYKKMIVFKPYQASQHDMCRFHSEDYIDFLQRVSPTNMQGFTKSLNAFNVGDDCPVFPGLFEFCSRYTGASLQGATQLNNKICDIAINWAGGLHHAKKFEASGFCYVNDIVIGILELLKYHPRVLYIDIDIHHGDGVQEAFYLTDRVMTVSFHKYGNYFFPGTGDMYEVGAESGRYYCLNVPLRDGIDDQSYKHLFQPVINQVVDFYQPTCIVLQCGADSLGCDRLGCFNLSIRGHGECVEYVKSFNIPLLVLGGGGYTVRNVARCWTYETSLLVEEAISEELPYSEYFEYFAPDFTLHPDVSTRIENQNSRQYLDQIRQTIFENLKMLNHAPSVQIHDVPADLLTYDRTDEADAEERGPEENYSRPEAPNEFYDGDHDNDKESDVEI
RGS4 pot – potentiators or activators of RGS4; HEK293 M3R/inducible RGS4, carbachol calcium flux Fluo4; hits give low values; B-score at 10 µM; 0.92% of 310,000 active; AID 463111;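 active = B-score of the integrated calcium signal more than 4 SD below the library mean, with starting fluorescence not abnormally high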;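 note: negative B-score means reduced calcium response which marks RGS4 activation or potentiation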
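Detection: kinetic calcium fluorescence imaging with Fluo4-AM dye, 2 µM / Material: HEK293 cells with stable M3R and inducible RGS4 / Schedule: recording 10 s baseline at 1 Hz, 100 s post-agonist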
GSK3B inh – blocks human GSK3beta kinase activity. P49841. GST-GSK3beta kinase, ADP-Glo luminescence, 60 min; hits give low values. activity score (negative = inhibition), % at 10 µM. 0.038% of 300,000 active. AID 2097;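 active = more than half of replicate wells score below -50%, meaning over 50% inhibition versus plate controls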;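 note: 0% = median DMSO wells and -100% = median GW8510 positive control wells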
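Assay system: GST-tagged human GSK3beta kinase, cell-free; Input: 1.6 ng GSK3beta; Medium: Tris/MgCl2 kinase buffer; Timing: 60 min enzyme reaction, room temperature; Signal: ADP-Glo luminescence quantifying ADP generated by kinase; Evaluation: score relative to plate controls; Benchmarks: DMSO neutral wells and GW8510 at 20 µM as positive.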
Dyrk1A ADPGlo – Dyrk1A (rat) kinase inhibition; Q63470; ADP-Glo luminescence, NFATc1 peptide; inhibition, % at 12.5 µM; 0.43% of 310,000 active; in the data active = inhibition above about 50%;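 note: plate controls were vehicle with enzyme for no effect and no enzyme for full effect; many of its hits are not listed in these tables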
KCNQ1 act – potentiators or activators of human KCNQ1 potassium channel. 0.35% of 310,000 active. B-score at 10 µM. CHO-K1 KCNQ1, thallium flux FluxOR fluorescence; hits give high values. AID 2648;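 active = fluorescence ratio B-score, a plate-corrected score, at least three library SD, with initial intensity B-score within 5 SD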
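System: CHO-K1 cells stably expressing KCNQ1 / Medium: assay buffer for compound exposure, DMSO matched across wells / Reagent: thallium- and potassium-containing depolarizing buffer / Compound: one concentration, matched DMSO / Incubation: 20 min compound pretreatment at room temperature / Measured by: kinetic FluxOR fluorescence, 10 s baseline plus 110 s post-stimulus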
KCNK9 inh – inhibitors of human KCNK9 two-pore domain potassium channel. AID 488922. HEK293 KCNK9, FluxOR thallium flux fluorescence; hits give low values. 1.2% of 310,000 active. B-score at 10 µM;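 active = ratio B-score over 3 SD below the library mean, with starting fluorescence within 5 SD of its mean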;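 note: negative B-score means less thallium flux so channel inhibition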
hERG rescue – compounds protecting human hERG from proarrhythmic drug block | Q12809 | CHO-hERG, FluxOR thallium flux, dofetilide IC70 present | activation (rescue from dofetilide block), less the hit threshold, % at 10 µM | 0.51% of 310,000 active;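 active = activation above the mean of controls blocked by dofetilide plus 5 SD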;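 note: thallium influx through hERG after potassium depolarization seen as dye fluorescence rise; in these data hits start at about 4.7%; inactives centre near -7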
KCNQ1 block – inhibitors of human KCNQ1 potassium channel; CHO-K1 KCNQ1, FluxOR thallium flux fluorescence; hits give high values; P51787; B-score at 10 µM; 1.3% of 310,000 active;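 active = compounds whose thallium flux B-score, printed positive for inhibition, exceeds three library SD while starting fluorescence stays within three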;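 note: channel opened by potassium depolarization with thallium stimulus after 20 min compound exposure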
GSK3 alpha inh – blocks human GSK-3 alpha kinase; P49840; ADP-Glo luminescence, 60 min; inhibition, % at 10 µM; 0.1% of 320,000 active; AID 2650;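 in the data active = inhibition above about 50%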;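 note: GST-tagged GSK-3 alpha with peptide substrate and 25 µM ATP; 0% = DMSO neutral wells and 100% = GW8510 positive control wells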
Target sequence (P49840 whole entry, looked up): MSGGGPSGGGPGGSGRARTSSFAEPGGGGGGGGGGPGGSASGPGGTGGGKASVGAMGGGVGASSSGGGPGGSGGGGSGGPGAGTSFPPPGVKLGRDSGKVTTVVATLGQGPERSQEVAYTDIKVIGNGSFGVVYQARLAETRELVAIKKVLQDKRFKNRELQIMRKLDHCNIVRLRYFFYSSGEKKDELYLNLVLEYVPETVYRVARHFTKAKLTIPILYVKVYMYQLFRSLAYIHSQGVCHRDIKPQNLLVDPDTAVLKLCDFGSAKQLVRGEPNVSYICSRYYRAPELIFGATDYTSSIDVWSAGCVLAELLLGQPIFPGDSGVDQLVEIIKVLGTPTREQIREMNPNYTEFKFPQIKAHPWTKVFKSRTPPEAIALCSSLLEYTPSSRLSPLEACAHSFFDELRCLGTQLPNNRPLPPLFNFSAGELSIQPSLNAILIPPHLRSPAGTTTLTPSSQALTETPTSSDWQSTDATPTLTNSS
KCNK3 inh – human KCNK3 channel inhibition, primary screen; O14649; 0.84% of 340,000 active; CHO-KCNK3 thallium flux, FluxOR fluorescence; hits give low values; B-score at 10 µM; AID 602410;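 active = B-score under library mean minus 4 SD, starting fluorescence ratio at most library mean plus 5 SD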;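 note: more negative B-score means stronger inhibition of thallium flux through KCNK3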
PolyA inh – inhibitors of polyadenylation in S. cerevisiae; AID 1875; calls only at 12 µM; 0.02% of 300,000 active; S. cerevisiae SKY197-pL101 polyadenylation reporter, beta-gal luminescence; efflux-impaired pdr1/pdr3 knockout yeast; score 100 = 6 SD above DMSO;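 active = lowest replicate activity score at least 50, where 100 means six control SD above control mean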;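 note: yeast exposed to compound for 9 h at 30 °C; higher score means more reporter readthrough which indicates perturbed polyadenylation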
* hit, by the source's call; i = inactive; / = not tested or not shown. These rows are one share of the data, so the mix of outcomes need not match the whole.

SMILES	HDAC3 inh	RGS4 pot	GSK3B inh	Dyrk1A ADPGlo	KCNQ1 act	KCNK9 inh	hERG rescue	KCNQ1 block	GSK3 alpha inh	KCNK3 inh	PolyA inh
CC(C)CC(C(=O)NCc1ccccn1)N1C(=O)c2ccccc2C1=O (stereo unspecified)	-2	i	-1	0	i	i	-10	i	-3	i	i
COc1cc(OC)c(C2CC(=O)N3CN(c4ccccc4)CSC3=C2C#N)cc1OC (stereo unspecified)	42*	i	-1	-4	i	i	-9	i	0	i	i
O=C(c1ccccc1)c1cc(F)c(N2CCOCC2)cc1Cl	9	i	0	-1	i	i	-6	i	3	i	i
CCC(C)NS(=O)(=O)c1ccc(OCC(=O)Nc2ccc(F)cc2F)cc1 (stereo unspecified)	-1	i	-1	5	i	i	-5	i	0	i	i
COc1cc(NC(=O)c2ccccc2)c(OC)cc1NC(=O)Cc1ccc(Br)cc1	1	i	-1	1	i	i	-2	i	2	i	i
CCn1c(=O)c2sccc2n(Cc2ccc(C)cc2)c1=O	2	i	1	-4	i	i	0	i	0	i	i
CCN(CC(=O)NCCc1ccc(S(N)(=O)=O)cc1)Cc1nc2ccccc2c(=O)[nH]1	1	i	1	3	i	i	4.8*	i	-1	i	i
CCOC(=O)c1cc(NC(=O)Nc2cc(C)ccn2)c(C)nc1C	0	i	2	/	i	i	-12	i	-2	i	i
CCCOc1cccc(C(=O)NCCCNC(=O)c2ccccn2)c1	-7	i	3	/	i	i	-7	i	-2	i	i
Cc1cc(=O)[nH]c(N=N/C(=N/Nc2ccc(O)cc2)c2ccccc2)n1	2	i	1	8	i	i	-9	i	5	i	i
COC1(NS(=O)(=O)c2ccc(Br)cc2)C(C)=CC(=O)C=C1C	-4	i	1	-2	i	i	-17	i	-1	i	i
OCCN1CCN(Cc2cccc(Oc3ccc(Cl)cc3)c2)CC1	-3	i	-1	-8	i	i	-16	i	1	i	i
Cc1ccc(N2C(=O)NC3(CCCCC3)C2=O)cc1	-2	i	-1	-2	i	i	-6	i	2	i	i
Cc1oc2c(CN(C)C)c(O)ccc2c(=O)c1-c1ccc2ccccc2n1	8	i	2	-4	i	i	-3	i	1	i	i
CC(=O)Nc1cccc(C(=O)OC(C)C(=O)N2CCc3ccccc32)c1 (stereo unspecified)	7	i	-4	8	i	i	-8	i	0	i	i
O=c1c2ccccc2nc(N/N=C/c2ccccc2)n1O	-3	i	0	16	i	i	-11	i	-1	i	i
COc1ccccc1N1CCN(Cc2nnnn2CCc2ccccc2)CC1	2	i	2	4	i	i	-9	i	-1	i	i
Cc1ccccc1OCCC(=O)OCC(=O)NC1CCS(=O)(=O)C1 (stereo unspecified)	/	i	1	-2	i	i	-17	i	-3	i	i
COc1ccccc1N1CCN(C(CNS(=O)(=O)c2cc(F)ccc2F)c2cccnc2)CC1 (stereo unspecified)	-8	i	-1	3	i	i	-7	i	-3	i	i
CCC(C)N1CC(C(=O)O)CC1=O (stereo unspecified)	1	i	0	-4	i	i	-1	i	-2	i	i
O=C(NNC1CC(=O)N(c2ccc(Cl)cc2)C1=O)c1ccco1 (stereo unspecified)	-1	i	1	1	i	i	-8	i	1	i	i
CCCCN(C)Cc1c(C)[nH]c2ccc(OCC)cc2c1=O	4	i	1	5	i	i	-6	i	7	i	i
C=CCSc1nnc2c(n1)OC(c1ccco1)Nc1ccccc1-2 (stereo unspecified)	4	i	0	-2	i	i	-1	i	-1	i	i
COc1ccc(Cn2nnnc2C(c2ccc(C)cc2)N2CCN(C3CCCC3)CC2)cc1 (stereo unspecified)	3	i	1	1	i	i	-11	i	0	i	i

Part of the list above, with two lines to a compound.
Under each structure – HDAC3 inh, RGS4 pot, GSK3B inh, Dyrk1A ADPGlo, KCNQ1 act, KCNK9 inh, hERG rescue, KCNQ1 block, GSK3 alpha inh, KCNK3 inh, PolyA inh
COc1ccccc1N1CCN(C(CNS(=O)(=O)c2cc(F)ccc2F)c2cccnc2)CC1 (stereo unspecified)
  -8, i, -1, 3, i, i, -7, i, -3, i, i
CCC(C)N1CC(C(=O)O)CC1=O (stereo unspecified)
  1, i, 0, -4, i, i, -1, i, -2, i, i
O=C(NNC1CC(=O)N(c2ccc(Cl)cc2)C1=O)c1ccco1 (stereo unspecified)
  -1, i, 1, 1, i, i, -8, i, 1, i, i
CCCCN(C)Cc1c(C)[nH]c2ccc(OCC)cc2c1=O
  4, i, 1, 5, i, i, -6, i, 7, i, i

Later entries.
SMILES	HDAC3 inh	RGS4 pot	GSK3B inh	Dyrk1A ADPGlo	KCNQ1 act	KCNK9 inh	hERG rescue	KCNQ1 block	GSK3 alpha inh	KCNK3 inh	PolyA inh
O=[N+]([O-])c1ccc2c(c1)C(N1CCOCC1)/C(=C/C1(O)CCCCC1)O2 (stereo unspecified)	2	i	-1	0	i	i	-6	i	-6	i	i
COC(=O)c1sc(N2C(=O)C(O)=C(C(=O)c3ccc(C)o3)C2c2cccs2)nc1C (stereo unspecified)	-3	i	0	-1	i	i	-8	i	-1	i	i
C=CCOc1ccc(C(=O)Nc2ccc(OCC)cc2)cc1	4	i	0	3	i	i	-2	i	/	i	i
O=C(O)c1cccc2c1/C(=N/Nc1ccc([N+](=O)[O-])cc1[N+](=O)[O-])c1ccccc1-2	3	i	-2	0	i	i	-2	i	-1	i	i
CC(=O)Cc1nsc(NC(=O)c2ccc(F)cc2)n1	0	i	-1	/	i	i	-8	i	-2	i	i
CC1C(=O)C(C)C(c2ccc([N+](=O)[O-])cc2)NC1c1ccc([N+](=O)[O-])cc1 (stereo unspecified)	-4	i	0	-1	i	i	-14	i	0	i	i
O=C(NCc1ccco1)c1cc(-c2cccnc2)nc2ccc(Cl)cc12	4	i	0	2	i	i	-6	i	-2	i	i
COc1ccc(CCC(=O)Nc2ccccc2C(F)(F)F)cc1	7	i	-5	-1	i	i	-17	i	0	i	i
Oc1ccccc1-c1cc(-c2ccc(Cl)cc2)n[nH]1	-1	i	-3	-1	i	i	-3	i	0	i	i
CC1CCN(CCC(=O)Nc2ccc(Br)cc2)CC1	-1	i	0	0	i	i	-8	i	3	i	i
CC(C)CCNC(=O)c1cc2c(=O)n3ccccc3nc2s1	-15	i	0	-2	i	i	-8	i	-1	i	i
O=C(Cc1cccs1)N1CCN(c2ccc(F)cc2)CC1	-1	i	-13	0	i	i	-7	i	-13	i	i
COc1cc(CN2CCC(n3nccc3NC(=O)c3ccccc3OC)CC2)ccc1F	-1	i	1	-8	i	i	-19	i	2	i	i
CCc1c(C(=O)c2ccc(Cl)cc2)oc2c(C)c3oc(=O)cc(C)c3cc12	-3	i	-4	/	i	i	-7	i	/	/	i
CN1C/C(=C/c2ccncc2)C(=O)/C(=C/c2ccncc2)C1	4	i	/	-1	i	i	-6	i	-2	i	i
O=C(CN1C(=O)c2ccccc2S1(=O)=O)Nc1ccc(S(=O)(=O)N2CCCCCC2)cc1	-12	i	3	-1	i	i	-6	i	-3	i	i
COc1ccc(S(=O)(=O)NNC(=O)Nc2ccc(F)cc2F)c(OC)c1	-6	i	2	-2	i	i	2	i	0	i	i
O=C(Oc1ccc2c(-c3ccccc3)cc(=O)oc2c1)C1CCCCC1	-1	i	0	-3	i	i	-5	i	0	i	i
Cc1ccccc1NS(=O)(=O)c1cccc(-c2nnc(-c3ccccc3)o2)c1	-2	i	1	-2	i	i	-11	i	-4	i	i
CCN(CC)S(=O)(=O)c1ccc(NC(=O)CN(c2ccc(OC)cc2OC)S(C)(=O)=O)cc1	6	i	0	-3	i	i	-21	i	-2	i	i
Cc1cccc(N(Cc2cc3cc(C)ccc3[nH]c2=O)C(=O)c2cccs2)c1	7	i	1	-2	i	i	-7	i	-2	i	i
CCOC(=O)c1ccccc1NC(=O)Cn1c(-c2nonc2N)nc2ccccc21	-5	i	-4	6	i	-7.6*	-17	i	-2	i	i
Cc1ccc(C(=O)NCCNc2ccc([N+](=O)[O-])cc2C(F)(F)F)cc1	8	i	4	0	i	i	-5	i	2	i	i
CC1CCC(NCCNC(=O)c2ccco2)CC1 (stereo unspecified)	11	i	0	-2	i	i	-5	i	1	i	i
O=c1cc(CSc2nnc(-c3cccs3)n2Cc2ccccc2)nc2sc3ccccc3n12	2	i	-1	-1	i	i	-7	i	0	i	i
Cc1nc2c(-c3ccccc3)c(C)nn2c(C)c1CCC(=O)O	6	i	0	-2	i	i	-6	i	0	i	i
CCCCC(CC)CNC(=O)/C=C/c1ccc(F)cc1 (stereo unspecified)	1	i	1	/	i	i	-5	i	-1	/	i
CCN(CC)S(=O)(=O)c1ccc(C)c(NC(=S)NNC(=O)C2CC2)c1	1	i	5	2	i	i	-6	i	-2	i	i
Cc1ccccc1-n1c(=O)cc(N2CCC3(CC2)OCCO3)[nH]c1=O	2	i	3	0	i	i	-5	i	-1	i	i
COC(=O)[C@H](C)NC(=O)Nc1cccc(C)c1	-1	i	-1	2	i	i	-5	i	-1	i	i
Cc1cc(OC(C)C(=O)NCCCN2CCOCC2)c2c(C)cc(=O)oc2c1 (stereo unspecified)	-46	i	1	-8	i	i	-2	i	-1	i	i
CCOc1ccc(/C=N/NC(=O)c2ccc(Cn3cc([N+](=O)[O-])cn3)o2)cc1	13	i	0	1	i	i	-3	i	-27	i	i
c1ccc(COCCCn2cc(-c3ccccc3)nn2)cc1	2	i	2	4	i	i	-2	i	1	i	i
CCn1cc(C(=O)NCc2ccc(OC)cc2)c(=O)c2ccc(C)nc21	5	i	-2	12	i	i	-3	i	-3	i	i
CCC(C(=O)Nc1c2c(nn1C(C)(C)C)CS(=O)(=O)C2)c1ccccc1 (stereo unspecified)	0	i	0	-3	i	i	-8	i	-2	i	i
O=C(Cn1nc(-c2ccc3c(c2)OCCO3)ccc1=O)Nc1ccc(N2CCOCC2)cc1	6	i	-1	/	i	i	-10	i	-3	/	i
COc1ccc(S(=O)(=O)N2CCN(c3nc4ccccc4nc3-n3nc(C)cc3C)CC2)cc1	/	i	2	/	i	i	-4	i	/	/	i
Cc1cc(C)c(OCC(=O)Nc2ccc(N3CCOCC3)cc2)c(Br)c1	0	i	-2	11	i	i	-5	i	-1	i	i
CCCCC(C(=O)O)C(C)CC(=O)Nc1nncs1 (stereo unspecified)	2	i	-1	-5	i	i	-13	i	-1	i	i

High-throughput results (PubChem)
